Screening results as filed in PubChem.
PPC-1+TRAIL kill – kills PPC-1 cancer cells in the presence of TRAIL; PPC-1 cells + TRAIL, ATPLite viability luminescence; cell killing (% activity), % at 4 µM; 220,000 compounds, 0.41% hits; AID 1443;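 active = cell killing above 50% in the first pass at 4 µM, then a duplicate retest at 5 µM averaging 50% or more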;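 also: plate controls were cells with TRAIL plus DMSO for no effect and medium-only wells lacking cells for full effect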
TNF death inh – TNF-alpha cell death inhibition in Jurkat FADD-/- cells | activation (protection from cell death), % at 10 µM | Jurkat FADD-/- TNF necroptosis rescue, ATP luminescence, 24 h; 0 = TNF only, 100 = no-TNF cells | 220,000 compounds, 0.068% hits;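 active = activation, meaning protection from cell death, of at least 50% relative to plate controls; inactive = activation below 50%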;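 also: necroptosis triggered by 40 ng/mL TNF-alpha added together with compound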
Wee1 stabilizer – human Wee1 degradation inhibition, primary screen; P30291; reporter increase, % at 5 µM; 220,000 compounds, 1.2% hits; HeLa Luc-Wee1K328M stability, luciferase luminescence; 100% = proteasome inhibitor MG132 effect;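 active = activation above the mean of all tested compounds plus 3 SD, set per screening run, cut at about 8.8% in these data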;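 also: cells exposed to compound for 20 h before luminescence read; 0% = DMSO alone and 100% = MG132 at 30 µM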
Target sequence (P30291 whole entry K328M): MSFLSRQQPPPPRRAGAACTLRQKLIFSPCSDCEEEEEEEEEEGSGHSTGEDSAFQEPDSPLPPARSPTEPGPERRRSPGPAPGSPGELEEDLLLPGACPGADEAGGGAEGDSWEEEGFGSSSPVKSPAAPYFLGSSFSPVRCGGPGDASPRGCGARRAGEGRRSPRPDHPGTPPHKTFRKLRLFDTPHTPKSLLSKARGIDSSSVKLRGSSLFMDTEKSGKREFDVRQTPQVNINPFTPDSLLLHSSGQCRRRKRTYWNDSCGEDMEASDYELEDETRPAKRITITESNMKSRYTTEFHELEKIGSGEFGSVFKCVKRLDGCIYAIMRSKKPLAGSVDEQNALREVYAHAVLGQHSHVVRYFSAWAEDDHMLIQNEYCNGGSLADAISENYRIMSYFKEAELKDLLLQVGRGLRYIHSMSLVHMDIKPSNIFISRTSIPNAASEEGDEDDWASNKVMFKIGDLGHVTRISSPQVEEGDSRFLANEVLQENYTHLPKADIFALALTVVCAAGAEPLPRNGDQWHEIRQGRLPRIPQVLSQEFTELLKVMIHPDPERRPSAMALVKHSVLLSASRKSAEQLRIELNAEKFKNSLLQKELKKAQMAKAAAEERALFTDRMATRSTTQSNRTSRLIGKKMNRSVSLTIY
CHOP inh – CHOP inhibition in unfolded protein response; CHO-K1 CHOP-promoter luciferase, tunicamycin-induced, 15-18 h; inhibition, % at 10 µM; 220,000 compounds, 3.8% hits; AID 2732;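 active = compounds that reduced the stress-induced luciferase reporter signal by more than about 70% of percent inhibition, limit read from the data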;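 also: 0% = tunicamycin plus vehicle and 100% = wells without tunicamycin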
zVAD death inh – L929 zVAD cell death inhibition; AID 1377; viability rescue, % at 10 µM; L929 zVAD necroptosis rescue, ATP luminescence, 24 h; with zVAD 60 µM; 220,000 compounds, 0.38% hits;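 active = activation, scaled between plate controls, above about 75%, limit read from the data; inactive = activation under that limit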;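 also: 0% = zVAD with DMSO and 100% = DMSO alone without zVAD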
EP2 antag – EP2 receptor (human) inhibition | inhibition, % at 25 µM | C6 glioma cells expressing human EP2, cAMP TR-FRET; cells stimulated with saturating PGE2 | 260,000 compounds, 0.52% hits | P43116;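 active = percent inhibition above 40 after rounding to a whole number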;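 also: rat C6 glioma host cells with rolipram phosphodiesterase inhibitor present; the protocol text gives 20 µM as final concentration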
FXIIa inh 1536 – inhibitors of human coagulation factor XIIa. 220,000 compounds, 0.3% hits. inhibition, % at 5 µM. AID 800. purified FXIIa, Boc-QGR-AMC fluorogenic substrate, 2 h. P00748; in the data active = inhibition above about 40%;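 also: 0% = enzyme with no compound and 100% = blank without enzyme; many of its hits are not listed in these tables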
FXIa inh 1536 – blocks human coagulation factor XIa protease activity. purified FXIa, Boc-Glu-Ala-Arg-AMC fluorogenic substrate. P03951. inhibition, % at 5 µM. 220,000 compounds, 0.14% hits. AID 798;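 active = inhibition of at least 40%; inactive = inhibition below 40%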;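 also: fluorescence of freed AMC excited at 355 nm; 0% = enzyme without compound and 100% = no enzyme blank; many of its hits are not listed in these tables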
TbHK1 inh – T. brucei hexokinase 1 inhibition | recombinant TbHK1, G6PDH-coupled NADH A340 | 220,000 compounds, 0.11% hits | AID 1430 | inhibition, % at 10 µM;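 active = inhibition of 50% or more in the single-dose primary screen; inactive = inhibition below 50%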
* marks the source's active call; other numbers are inactive results.

mol	EP2 antag	FXIa inh 1536	TbHK1 inh	PPC-1+TRAIL kill	FXIIa inh 1536	Wee1 stabilizer	TNF death inh	zVAD death inh	CHOP inh
CS(C)(=O)=NS(=O)(=O)c1ccc(Cl)cc1	11	2	-6	-19	12	2	-3.2	0.3	31
Cc1cccc(C2=N/C(=C/c3cccs3)C(=O)O2)c1	12	-4	-10	-20	15	0	0.1	2.9	2
O=C(NCc1ccc2c(c1)OCO2)c1ccc(Cl)c(S(=O)(=O)N2CCOCC2)c1	9	6	-2	-1	18	-1	2.2	0.5	2
Cn1cccc1CNC(=S)Nc1ccccc1F	5	2	-8	12	9	1	-0.3	-0.6	10
NC(=O)[C@@H]1CCCCNc2c(F)cc([N+](=O)[O-])cc2C(=O)N[C@@H](CCCN=C(N)N)C(=O)NCC(=O)N1	8	-1	-2	9	12	1	0.6	1.9	-3
O=S(=O)(Nc1ccc(Cl)cc1)c1ccc(N2CCOCC2)c(NC(=S)NCCN2CCOCC2)c1	7	4	3	-4	9	2	-2.1	1.0	81*
CN(C)/C=C1\C(=O)ON=C1c1ccccc1	12	-4	-1	20	5	2	-0.7	2.9	20
Cc1cc(NS(=O)(=O)c2ccc(NS(=O)(=O)c3ccc(CC(C)C)cc3)cc2)nc(C)n1	8	0	-3	8	5	3	2.1	1.6	4
C=CCn1c(=O)/c(=C/c2ccc(F)cc2)s/c1=C(\C#N)c1nnc2n1CCCCC2	10	6	-23	5	8	-3	-3.4	-0.2	11
CCCCN(CC)C(=O)CSc1nc2ccccc2c(=O)n1CC1COc2ccccc2O1 (stereo unspecified)	10	-3	-8	9	1	4	0.8	0.7	16
S=C1NCCOCCOCCOCCNC(=S)N2CCOCCOCCN1CCOCCOCC2	1	-1	-1	-2	10	-4	1.9	0.6	0
CC1C(c2ccccc2)N(C)CCC12NC(=O)NC2=O (stereo unspecified)	7	-2	16	12	-4	3	-1.8	-0.1	-1
CC(=O)c1cc(NC(=O)c2cccc(C(F)(F)F)c2)c(=O)oc1C	5	-2	-9	9	2	-2	-1.1	0.4	9
CC(C)c1ccc(CN(C(=O)C2COc3ccccc3O2)C2CCS(=O)(=O)C2)cc1 (stereo unspecified)	3	3	0	13	15	1	2.1	-0.1	31
COCC(=O)OC/C(O)=C(\C#N)c1nc2ccccc2[nH]1	13	-4	-16	22	6	-1	-7.4	37	15

2 of the compounds above, field by field.
CC(C)c1ccc(CN(C(=O)C2COc3ccccc3O2)C2CCS(=O)(=O)C2)cc1 (stereo unspecified)
  EP2 antag: 3
  FXIa inh 1536: 3
  TbHK1 inh: 0
  PPC-1+TRAIL kill: 13
  FXIIa inh 1536: 15
  Wee1 stabilizer: 1
  TNF death inh: 2.1
  zVAD death inh: -0.1
  CHOP inh: 31
COCC(=O)OC/C(O)=C(\C#N)c1nc2ccccc2[nH]1
  EP2 antag: 13
  FXIa inh 1536: -4
  TbHK1 inh: -16
  PPC-1+TRAIL kill: 22
  FXIIa inh 1536: 6
  Wee1 stabilizer: -1
  TNF death inh: -7.4
  zVAD death inh: 37
  CHOP inh: 15

(list continues)
mol	EP2 antag	FXIa inh 1536	TbHK1 inh	PPC-1+TRAIL kill	FXIIa inh 1536	Wee1 stabilizer	TNF death inh	zVAD death inh	CHOP inh
COc1ccc(NC(=O)c2ccc(CNc3c(NC4CCCCC4)c(=O)c3=O)cc2)cc1OC	7	-10	-18	-5	2	1	0.7	5.3	48
Cc1cc(CN(C)Cc2cn(C)nc2-c2ccc(Oc3ccccc3)cc2)on1	11	-1	-11	-10	3	-1	-4.0	-0.1	5
COCCn1c(SCC(=O)Nc2ccccc2OC)nc2c(oc3ccccc32)c1=O	12	-7	-4	-13	-1	-1	3.8	0.8	14
O=C(NCCc1ccccc1)C1CCCN(S(=O)(=O)c2cccnc2)C1 (stereo unspecified)	29	7	-1	2	14	-1	-3.1	0.1	3
C=CCOc1ccc(CNc2ccc3[nH]c(=O)[nH]c3c2)cc1OC	8	-6	-2	14	0	-2	0.5	2.4	-21
CC1(C)OC(=O)C(=Cc2ccc[nH]2)C(=O)O1	8	5	-14	1	13	-1	1.0	0.2	4
CCCOCC1CC(CCc2nc(=S)[nH][nH]2)C(=O)O1 (stereo unspecified)	14	-3	-7	4	11	1	-0.1	1.5	-8
O=[N+]([O-])c1ccccc1/C=C/C=N/n1c(-c2ccccc2F)n[nH]c1=S	6	-3	-13	28	-2	-1	-2.7	1.3	27
Cc1ccc(N(CN2CCCC2=O)C(=O)c2ccccc2)cc1	9	-5	-6	-8	5	2	0.4	2.8	7
COCCOCC(O)CN1CCN(c2ccccc2)CC1 (stereo unspecified)	15	0	-5	19	12	1	-0.8	0.7	3
O=C(C(Cl)Cl)N1c2ccccc2OCC1c1ccccc1 (stereo unspecified)	8	6	3	23	17	-2	-15	17	53
COc1ccc(CCNCc2ccc(OCc3ccc(Cl)nc3)c(OC)c2)cc1OC	3	6	5	20	11	3	1.7	-1.0	10
Cc1cccc(N2CCN(c3nnc(C(F)(F)F)s3)CC2)c1	5	2	-2	7	6	0	5.7	0.6	30
O=C(COc1ccc(S(=O)(=O)N2CCCCC2)cc1)NCc1ccncc1	8	1	-4	27	16	-2	0.7	-0.2	5
CCC1CCCCN1C(=O)CNCC1CCCO1 (stereo unspecified)	4	-2	3	9	8	0	0.3	-0.3	11
COc1ccc(OC)c(N(CC(=O)Nc2ccc(NC(C)=O)cc2)S(C)(=O)=O)c1	6	-14	5	-8	1	0	-0.8	0.3	9
COC(=O)c1ccc(/C=C/C(=O)c2ccc(OC)cc2)cc1	8	-3	-10	6	8	-1	-8.7	1.3	-32
CCOC(=O)c1ccc(N2C(=O)CC(N3CCC(O)(c4ccc(Br)cc4)CC3)C2=O)cc1 (stereo unspecified)	15	-7	-8	18	10	-3	-0.1	1.0	64
CCC1CCCCN1CCCNC(=O)C1CCC(Cn2c(=O)[nH]c3ccccc3c2=O)CC1 (stereo unspecified)	3	-1	0	1	12	1	-0.3	0.0	-23
O=C(Nc1ccc(-c2nc3ccccc3o2)cc1)c1ccc(N2C(=O)C3C4C=CC(C4)C3C2=O)cc1 (stereo unspecified)	7	0	-12	30	11	-1	-1.3	1.0	31
CC1=CC(C)(C)N(C(=O)CSc2ncn[nH]2)c2ccccc21	7	-5	-7	-15	13	2	-1.3	0.1	15
CCN1CCc2c(sc(NC(=S)NC(=O)c3ccco3)c2C(N)=O)C1	4	-7	-51	-4	2	-3	-1.9	0.2	-7
O=C(COC(=O)COc1ccccc1Cc1ccccc1)Nc1cccnc1Cl	4	8	-4	6	39	1	1.0	0.2	11
CCCc1c(C(=O)NNc2cc(C(F)(F)F)ccc2Cl)cnn1-c1ccccc1	15	-1	0	15	6	1	-0.3	0.1	18
COC(=O)CSc1nnc([C@H](CC(C)C)NC(=O)OC(C)(C)C)o1	4	0	2	-7	1	1	-2.0	0.7	9
Cc1cc(C(=O)C(=O)NC(C)C)c(C)n1-c1ccc([N+](=O)[O-])cc1	11	-26	-8	19	9	2	-3.1	-0.5	29
Nc1nc2c3ccccc3nc(C3CC3)n2n1	10	1	3	21	19	2	-1.7	-0.2	27
COc1cc2nc(SCc3ccc(C(F)(F)F)cc3)n(Cc3cccs3)c(=N)c2cc1OC	-3	-2	-12	0	-6	2	1.3	-0.2	26
CCC(=O)Nc1nn(C)c2nc3c(C)cccc3cc12	12	2	-4	31	-1	-2	-0.9	0.8	20
Cc1sc2ncnc(OCC(=O)NC(C)C)c2c1C	13	0	-1	8	13	2	-0.6	-0.1	17
O=C(COc1ncnc2cc(Cl)ccc12)c1ccc2c(c1)OCCO2	5	1	-4	7	7	6	0.2	0.3	-20
CC1CN(CCCCOc2cccc(Oc3ccccc3)c2)CC(C)O1 (stereo unspecified)	5	-4	-3	16	-5	-1	-0.8	-0.2	69
Cc1ccc(C)c(CSC2=NCCN2C(=O)c2cccs2)c1	9	-4	-2	2	3	0	0.6	7.0	63
O=C(N/N=C/c1ccccn1)c1sc2ccccc2c1Cl	11	7	-30	11	8	1	-23	-2.1	-38
O=C(NCCCn1ccnc1)c1ccc(Cl)cc1[N+](=O)[O-]	9	-4	-11	24	5	-2	1.1	0.6	-8
CN(C)c1nc(-c2ccccc2)ns1	7	3	-11	17	8	-2	2.4	0.3	-5
O=C(CNc1cccc(C(F)(F)F)c1)N/N=C/C1CCCCC1	15	9	34	-5	17	2	1.1	0.9	24
CC(C)NC(=O)c1onc(CSc2ccccc2)c1C(=O)O	15	-9	-2	4	0	-1	-1.4	-0.1	7
O=c1c(O)c(-c2cccs2)oc2ccccc12	5	6	-1	12	21	-1	-1.6	0.5	-22
CCN(CC)CCN1C(=O)C(O)=C(C(=O)c2cc3ccccc3o2)C1c1cccnc1 (stereo unspecified)	21	19	-18	4	20	-1	-0.4	0.7	16
O=C(NCC1CCCO1)/C(=C/c1ccc(Cl)cc1)NC(=O)c1ccccc1 (stereo unspecified)	7	9	-4	14	15	1	2.4	0.5	1
COc1ccc(/C=C/C(=O)Nc2cccc(C(C)=O)c2)cc1	10	7	2	48	13	9	-0.2	0.0	25
CC(C)=CCCC(C)CN1CCC(N2CCC(C(=O)N3CCOCC3)CC2)CC1 (stereo unspecified)	6	-3	4	0	8	2	1.0	0.7	-12
CCC(=O)c1cc(F)c(N2CCN(C(=O)c3ccco3)CC2)cc1C	9	3	-8	9	10	8	-1.8	0.4	-2
Cc1ccc(-c2ccc(/C=N/NC(=O)Cc3nnc(N)s3)o2)cc1Cl	7	-1	-14	-1	4	2	1.9	-0.5	23
COc1ccc(CCn2c(NN=C3CCCCC3)nc3c2c(=O)[nH]c(=O)n3C)cc1	5	-2	-24	8	7	0	-1.7	0.3	34
CC(C)C(=O)Nc1nnc(CCc2nnc(NC(=O)C(C)C)s2)s1	10	-5	6	13	7	-5	-0.3	0.5	-14
COc1ccc(CNC(=O)CSc2nnc3c(Cl)cc(C(F)(F)F)cn23)cc1OC	9	0	-6	20	-1	0	1.7	3.2	-1

An excerpt. The share of hits here may be higher or lower than overall.
